CR mimetic SO – caloric restriction mimetics inhibiting age-related superoxide in yeast | 330,000 compounds, 0.18% hits | S. cerevisiae aged cells, superoxide DHE fluorescence; active compounds read low | superoxide response (% of plate mean), % at 10 µM | AID 2690;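 active means superoxide response under a set limit, about three screen SD below normal, cut at about 65% in these data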;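 further: yeast aged for seven days with compound at 30 °C before DHE staining; 100% = average MFI of all compound-treated wells on the plate with controls excluded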
procasp7 counter – counter-screen for procaspase-3 activators: activators of human procaspase-7 | P55210 | recombinant procaspase-7, Ac-DEVD-pNA absorbance 405 nm; D23A/D198A/D206A triple mutant, cannot self-cleave; scale: DMSO 0, 5 µM enzyme 100 | activation, % at 8.5 µM | 330,000 compounds, 0.093% hits | AID 463210;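 active means percent activation above the screen-wide mean plus 3 SD, cut at about 25% in these data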
Target sequence (P55210 whole entry D23A/D198A/D206A): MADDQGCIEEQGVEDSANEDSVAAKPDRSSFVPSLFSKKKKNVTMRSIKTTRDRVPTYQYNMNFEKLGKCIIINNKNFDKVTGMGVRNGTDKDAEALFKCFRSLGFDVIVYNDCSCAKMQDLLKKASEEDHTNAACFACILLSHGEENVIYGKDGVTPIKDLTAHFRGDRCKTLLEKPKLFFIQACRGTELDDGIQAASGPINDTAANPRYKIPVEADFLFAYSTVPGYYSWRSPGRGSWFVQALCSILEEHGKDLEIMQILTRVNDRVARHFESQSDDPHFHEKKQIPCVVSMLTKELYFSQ
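Test system: Procaspase-7 triple mutant (PC-7 D3A). Also added: Ac-DEVD-pNA substrate, 400 µM as added. Schedule: 1 h enzyme–compound preincubation and 2 h substrate reaction, both 25 °C. Signal: p-Nitroaniline absorbance at 405 nm, read at 0 and 120 min. Control set: low DMSO alone, high DMSO plus 5 µM PC-7.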
JMJD2C inh – blocks human GASC-1 demethylase activity. Q9H3R0. GST-JMJD2C(1-420) H3K9me3 demethylation, DELFIA europium. inhibition, % at 2.35 µM. 330,000 compounds, 0.069% hits. AID 2099;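 active means more than half of a compound's replicate wells show inhibition beyond 50%, single wells judged on their own value; inconclusive means some, but no more than half, of replicates pass 50% inhibition; inactive means no replicate passes 50% inhibition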;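 further: signal counts dimethyl H3K9 product captured on neutravidin plate; 0% = median of DMSO wells and 100% = 0.3 times that DMSO median; strong numbers were not always called active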
Target sequence (Q9H3R0 1-420 limits assumed): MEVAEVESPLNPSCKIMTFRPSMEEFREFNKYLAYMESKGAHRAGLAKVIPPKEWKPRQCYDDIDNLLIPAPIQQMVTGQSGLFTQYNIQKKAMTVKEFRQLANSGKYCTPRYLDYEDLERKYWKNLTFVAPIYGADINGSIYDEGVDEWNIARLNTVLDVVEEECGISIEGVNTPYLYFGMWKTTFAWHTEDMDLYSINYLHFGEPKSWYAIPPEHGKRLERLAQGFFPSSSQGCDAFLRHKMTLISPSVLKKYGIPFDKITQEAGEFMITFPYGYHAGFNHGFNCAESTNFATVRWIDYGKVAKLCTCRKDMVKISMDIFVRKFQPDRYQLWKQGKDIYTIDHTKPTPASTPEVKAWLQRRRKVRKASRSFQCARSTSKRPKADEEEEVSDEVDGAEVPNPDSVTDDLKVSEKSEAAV
RPL19A-GFP yeast – yeast TOR pathway RPL19A-GFP modulation; S. cerevisiae RPL19A-GFP strain, flow cytometry, 3 h; active compounds read low; percent response vs DMSO, % at 10 µM; 330,000 compounds, 0.3% hits;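 active means percent response vs DMSO below 50%; inconclusive means fewer than 70 events counted for the yeast strain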;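 further: median channel GFP fluorescence of the barcoded RPL19A-GFP strain; ratio of sample median GFP to plate DMSO average so 100% = DMSO; lower means less RPL19A-GFP as with rapamycin TOR inhibition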
LAP4-GFP MLPCN – alters LAP4-GFP fluorescence in TOR pathway yeast screen; GFP response vs DMSO, % at 10 µM; AID 2023; S. cerevisiae LAP4-GFP multiplex, flow cytometry GFP, 3 h; median GFP as percent of DMSO wells; 320,000 compounds, 0.34% hits;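 active means GFP response vs DMSO above a set limit, about the screen mean plus 3 SD, cut at about 150% in these data; inconclusive means under 70 cell events counted for the yeast strain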
proCasp3 act – activates human procaspase-3; 330,000 compounds, 0.11% hits; recombinant procaspase-3 D3A, Ac-DEVD-pNA absorbance 405 nm; AID 463141; activation, % at 8.5 µM; P42574;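 active means activation above the mean of all tested compounds plus 3 SD, cut at about 21% in these data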;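 further: 0% = DMSO alone and 100% = DMSO wells spiked with extra 5 µM PC-3 D3A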
Target sequence (P42574 whole entry D9A/D28A/D175A): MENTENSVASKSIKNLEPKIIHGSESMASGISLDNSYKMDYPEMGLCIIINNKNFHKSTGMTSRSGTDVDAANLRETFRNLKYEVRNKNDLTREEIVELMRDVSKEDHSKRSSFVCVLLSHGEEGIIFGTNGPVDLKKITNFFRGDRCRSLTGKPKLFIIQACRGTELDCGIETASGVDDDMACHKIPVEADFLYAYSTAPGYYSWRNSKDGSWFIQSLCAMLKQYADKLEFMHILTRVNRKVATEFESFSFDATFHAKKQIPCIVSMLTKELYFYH
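Assay system: Autoprocessing-dead procaspase-3 D3A mutant enzyme; also added: Ac-DEVD-pNA; doses: one concentration, 8.5 µM nominal, 0.8% DMSO; times: 1 h compound preincubation, 2 h substrate hydrolysis at 25 °C; technique: 405 nm absorbance of p-nitroaniline, reads at 0 and 120 min; measure: % activation between DMSO and enzyme-spiked controls; repeats: single replicate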
MEP2 TOR yeast – modulators of TOR pathway MEP2-GFP in S. cerevisiae; S. cerevisiae MEP2-GFP strain, flow cytometry GFP, 3 h; 100% = DMSO control level; GFP response vs DMSO, % at 10 µM; 330,000 compounds, 0.51% hits; AID 2016;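 active means GFP response versus DMSO above a set limit, roughly screen mean plus 3 SD, cut at about 180% in these data; inconclusive means fewer than 70 cells counted for a yeast strain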;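 further: median GFP fluorescence of the barcode-gated MEP2-GFP cells per well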
AHR activator – activates the human aryl hydrocarbon receptor; P35869; AHR-responsive luciferase reporter cells, luminescence; activation, % at 5 µM; 320,000 compounds, 2.5% hits; AID 2796; in the data active means activation above about 47%;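 further: 0% = vehicle wells and 100% = reference agonist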
* hit, by the source's call; ? = inconclusive; nt = not tested or not shown; [ ] = dose if it differs, or a comment.

SMILES	CR mimetic SO	procasp7 counter	JMJD2C inh	RPL19A-GFP yeast	LAP4-GFP MLPCN	proCasp3 act	MEP2 TOR yeast	AHR activator
C=CCOc1ccc(C2/C(=C(/O)c3ccc4c(c3)CC(C)O4)C(=O)C(=O)N2CCCN2CCOCC2)cc1 (stereo not drawn)	88	-38	-48	107	84	7	110	1
CC(CC(=O)Nc1ccc2c(c1)OCO2)c1ccccc1 (stereo not drawn)	105	0	3	100	97	7	109	33
O=C(O)c1ccc(N2C(=O)CC(N3CCN(c4ccc(Cl)cc4)CC3)C2=O)cc1 (stereo not drawn)	109	-4	-19	101	89	9	103	-2
CCOC(=O)COc1nc(-c2ccco2)cc(-c2ccco2)c1C#N	97	-5	8	99	110	-5	97	-1
CC1CCN(C(=O)CN(CCc2ccccc2)S(C)(=O)=O)CC1	97	1	155	98	95	-2	98	1
COc1cc(/C=C/C(=O)OCC(=O)N2c3ccccc3CC2C)cc(OC)c1OC (stereo not drawn)	71	7	20	88	90	1	92	2
Cc1ccccc1/C(N)=N/OC(=O)c1ccc(F)cc1	94	-9	14	97	103	0	100	31
COc1ccc(OC)c(-c2csc(NC(=O)c3ccccc3F)n2)c1	106	9	-7	97	97	-4	97	29
Fc1ccc2c(c1)C1C=CCC1C(c1cc3c(cc1Br)OCO3)N2 (stereo not drawn)	105	-4	4	110	103	-5	110	11
CCC(CC)C(=O)N1CCN(Cc2nc3ccccc3c(=O)[nH]2)CC1	94	0	-2	91	90	5	94	0
Cc1cc(NC(=O)CSc2nnc(C)c(=O)n2N)no1	86	-7	5	94	92	0	103	0
COC(=O)CCCC1=CC2=CC(=O)C(C)(OC(=O)c3cccs3)C(=O)C2=CN1Cc1ccc2c(c1)OCO2 (stereo not drawn)	103	-3	-2	97	91	-1	102	2
O=S1(=O)NC(=NCc2ccco2)c2ccccc21	86	4	-2	99	96	5	100	-1
CCCCCCCC1(C)NC(=O)N(c2ccccc2)N1 (stereo not drawn)	90	3	6	90	108	-1	100	-1
C/C=N/NC(=O)CCNC(=O)c1ccccc1	105	-7	1	99	89	5	98	6
Nc1c(C(=O)NCc2ccco2)nnn1-c1ccccc1	105	-2	-25	99	112	14	102	27
O=c1c(Cl)c(N2CCCCC2)cnn1-c1nc2ccccc2[nH]1	97	-7	-10	95	92	-4	98	-9
COC(=O)c1ccc(N2CCN(CC(=O)c3ccc(-c4ccccc4)cc3)CC2)c([N+](=O)[O-])c1	102	-9	-4	96	112	3	98	32
CCc1ccc(NC(=O)CC2C(=O)Nc3c2c(=O)n(C)c(=O)n3C)cc1 (stereo not drawn)	107	1	8	96	107	4	97	-3
Cc1cc(C)cc(OCC(=O)Nc2nc3ccc([N+](=O)[O-])cc3s2)c1	117	-1	-4	98	100	-8	109	0
O=S(=O)(c1ccccc1)c1cnc(-c2cccnc2)nc1-c1ccccc1	93	4	2	98	80	3	101	-1
CC(=O)c1ccc(S(=O)(=O)Oc2ccc(C(=O)O)cc2Cl)cc1	101	4	-10	110	130	1	114	-2
Clc1ccc(-n2cccc2/C=N/n2cnnc2)cc1	99	7	-33	103	101	-8	103	0
COC(=O)c1c(NC(NC(=O)c2ccccc2)(C(F)(F)F)C(F)(F)F)sc2c1CCN(C)C2	103	5	1	107	103	-2	111	-2
Cc1cc(C)cc(N(C(=O)CCC(=O)Nc2ccccn2)C(C(=O)NC(C)C)c2ccc(O)cc2)c1 (stereo not drawn)	102	6	-8	42*[may fluoresce violet]	105[may fluoresce violet]	11	301*[may fluoresce violet]	2

(further entries)
SMILES	CR mimetic SO	procasp7 counter	JMJD2C inh	RPL19A-GFP yeast	LAP4-GFP MLPCN	proCasp3 act	MEP2 TOR yeast	AHR activator
O=[N+]([O-])c1ccc(Cl)c(S(=O)(=O)N2CCCCCC2)c1	101	2	-3	96	121	11	117	-1
Cc1ccc(Nc2nc(N)nc(CN3CCC(C)CC3)n2)c(C)c1	99	-3	5	98	100	-2	102	7
N#C/C(=C\c1cccs1)C(=O)c1ccccc1	93	-11	-2	96	nt	-15	87	4
CNc1nc2c3ccccc3n(C(C)=O)c2s1	93	9	5	95	99	0	100	45
Cc1cc2nnc(SCC(=O)NCc3cccs3)n2c2ccccc12	102	9	9	101	94	-9	101	-7
Cc1ccc(C(=O)C2COC(=O)C2)cc1 (stereo not drawn)	101	-10	-2	103	108	3	107	4
COc1cccc(NC(=O)CN(C)CC(=O)Nc2ccccc2-c2ccccc2)c1	110	5	6	95	98	-1	100	6
Cn1c(=O)n(C)c2cc(NC(=O)CCl)ccc21	103	1	-9	95	93	1	97	-3
CCOc1ccc(C)cc1S(=O)(=O)N1CCCCC1	95	-1	10	94	97	5	95	-2
COCCn1c(SCC(=O)N2CCCc3ccccc32)nnc1-c1ccco1	134	-12	-1	96	102	-2	104	2
CCOC(=O)CN1C(=O)C(Sc2n[nH]c(-c3ccccc3)n2)CCc2ccccc21 (stereo not drawn)	89	8	-2	99	95	-1	92	1
COc1ccccc1CCC(=O)N(Cc1ccccc1)c1c(N)n(Cc2ccccc2)c(=O)[nH]c1=O	97	-4	-3	103	87	2	107	1
Cc1ccc(NC(=O)CCSCCC(=O)Nc2ccc(C)c(C)c2)cc1C	104	5	?	98	105	6	109	1
Cc1ccc(CNC(=O)CN2CCN(Cc3ccc(Cl)cc3)C2=O)cc1	98	20	-11	108	107	1	110	0
O=S(=O)(O)c1cc(O)c2c(O)c(N=Nc3cc(Cl)ccc3O)c(S(=O)(=O)O)cc2c1	176	7	-4	97	95	-8	101	4
CCCc1cc(=O)[nH]c(SCC(=O)NCCC2=CCCCC2)n1	95	-4	0	108	95	5	102	0
c1ccc(C[n+]2c(-c3ccccc3)csc2Nc2ccccc2)cc1	97	-10	10	102	96	7	106	8
CCN(CC)C(=O)CSc1nc2sc(C)c(C)c2c(=O)[nH]1	99	18	2	90	101	9	99	36
O=C1/C(=C\c2ccsc2)NC(=S)N1c1ccccc1	102	-7	6	93	97	0	88	15
CC(=O)OC1COC(N2CCc3cc([N+](=O)[O-])ccc32)C(OC(C)=O)C1OC(C)=O (stereo not drawn)	101	-9	4	89	86	10	94	3
Cc1cc(O)ccc1N/C=C/c1onc(C)c1[N+](=O)[O-]	82	-33	8	100	92	-11	105	32
O=C(O)C1C2CCC(C2)C1C(=O)NCCCn1ccnc1 (stereo not drawn)	98	-8	-11	97	97	4	100	0
COC(=O)Oc1ccc(/C=N/NC(=O)CN(c2ccccc2Cl)S(C)(=O)=O)cc1OC	82	-1	-10	97	89	-7	105	9
O=C(NCc1cccs1)C1CCCN1S(=O)(=O)c1ccccc1F (stereo not drawn)	104	-14	-6	101	98	8	97	2
CCc1nc(N[C@H](C(=O)O)C(C)C)c2oc3ccccc3c2n1	107	-1	-4	96	97	0	96	4

Part of the list above in another layout.
The line under a structure holds: CR mimetic SO	procasp7 counter	JMJD2C inh	RPL19A-GFP yeast	LAP4-GFP MLPCN	proCasp3 act	MEP2 TOR yeast	AHR activator
C=CCOc1ccc(C2/C(=C(/O)c3ccc4c(c3)CC(C)O4)C(=O)C(=O)N2CCCN2CCOCC2)cc1 (stereo not drawn)
    88	-38	-48	107	84	7	110	1
CC(CC(=O)Nc1ccc2c(c1)OCO2)c1ccccc1 (stereo not drawn)
    105	0	3	100	97	7	109	33
O=C(O)c1ccc(N2C(=O)CC(N3CCN(c4ccc(Cl)cc4)CC3)C2=O)cc1 (stereo not drawn)
    109	-4	-19	101	89	9	103	-2
CCOC(=O)COc1nc(-c2ccco2)cc(-c2ccco2)c1C#N
    97	-5	8	99	110	-5	97	-1
CC1CCN(C(=O)CN(CCc2ccccc2)S(C)(=O)=O)CC1
    97	1	155	98	95	-2	98	1
COc1cc(/C=C/C(=O)OCC(=O)N2c3ccccc3CC2C)cc(OC)c1OC (stereo not drawn)
    71	7	20	88	90	1	92	2
Cc1ccccc1/C(N)=N/OC(=O)c1ccc(F)cc1
    94	-9	14	97	103	0	100	31
COc1ccc(OC)c(-c2csc(NC(=O)c3ccccc3F)n2)c1
    106	9	-7	97	97	-4	97	29
Fc1ccc2c(c1)C1C=CCC1C(c1cc3c(cc1Br)OCO3)N2 (stereo not drawn)
    105	-4	4	110	103	-5	110	11
CCC(CC)C(=O)N1CCN(Cc2nc3ccccc3c(=O)[nH]2)CC1
    94	0	-2	91	90	5	94	0
Cc1cc(NC(=O)CSc2nnc(C)c(=O)n2N)no1
    86	-7	5	94	92	0	103	0

(list continues)
SMILES	CR mimetic SO	procasp7 counter	JMJD2C inh	RPL19A-GFP yeast	LAP4-GFP MLPCN	proCasp3 act	MEP2 TOR yeast	AHR activator
COc1cccc(/C=N/n2nnnc2N)c1OCc1ccccc1Cl	90	3	5	99	103	3	101	4
CCn1c(CSc2nnc(C)n2-c2ccccc2)nc2cc(S(=O)(=O)N(C)C)ccc21	92	-2	16	101	101	3	107	-2
O=C(Nc1ccc(Cl)cc1)c1csc(-c2ccncc2)n1	97	5	28	97	93	-3	103	54*
COc1ccc2c(c1)-c1c(ssc1=S)C(C)(C)N2C(=O)CSC1=NCCS1	102	-9	7	106	107	-17	101	22
O=C(Cn1nnc2ccccc21)N/N=C/c1ccco1	102	4	-7	101	93	10	104	0
O=C(C1CCCN1S(=O)(=O)c1ccc(Cl)c(Cl)c1)N1CCOCC1 (stereo not drawn)	116	1	-5	100	99	-7	104	2
CCOC(=O)c1sc(NC(C)=O)nc1-c1ccccc1	97	9	-2	102	118	5	114	-2
O=C(COC(=O)C1CC1)Nc1ncc(C(F)(F)F)cc1Cl	95	2	nt	93	101	8	74	-1
O=C(CSc1nnc(SCc2ccccc2)s1)N/N=C/c1ccc(Cl)cc1Cl	98	-2	-20	101	96	-1	96	3
COCCCN1C(=O)C(=O)/C(=C(/O)c2ccc(S(=O)(=O)N3CCOCC3)cc2)C1c1ccc(C)cc1 (stereo not drawn)	126	-3	-2	105	104	-8	101	1
Cc1ccc(NC(=O)c2ccco2)c(NC(=O)c2cccs2)c1	88	8	-16	102	100	-1	103	1
CN(Cc1ccccc1)C(=O)CSc1nc2ccccc2c(=O)n1Cc1ccco1	95	-2	4	100	110	1	101	0
O=[N+]([O-])c1cc(S(=O)(=O)N2CCOCC2)ccc1NS(=O)(=O)c1ccccc1	116	0	-1	99	88	10	101	-1
O=C(NCCCN1CCCC1=O)c1ccc(S(=O)(=O)Nc2cccc(C(F)(F)F)c2)cc1	103	1	?	87	92	12	92	-1

From PubChem BioAssay

No enrichment for hits; 3.8% or so of the library scored in one or more.
